Kir21 inh = Kir2.1 (mouse) channel inhibition | B-score at 10 µM | P35561 | AID 1672 | hit rate 0.85% among 310,000 | HEK293-Kir2.1, FluxOR thallium flux fluorescence; active compounds read low;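 active means fluorescence ratio B-score at or below minus 3 SD of library scores, with starting-brightness B-score within 2 SD, cut at about -4.2 in these data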;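 further: channel flux triggered by added potassium and thallium sulfate stimulus; B-score of peak minus minimum fluorescence over baseline after thallium stimulus; more negative B-score means stronger Kir2.1 block with less thallium influx; some compounds called inactive have numbers as strong as hits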
CHT block = inhibits the human high affinity choline transporter | B-score at 10 µM | hit rate 0.86% among 310,000 | CHT-expressing cells, membrane potential dye, choline response; active compounds read low;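 active means B-score over 3 SD under the library average, and starting fluorescence ratio not unusually high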;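 further: choline stimulus applied at its EC90 after an EC20 pre-addition; B-score computed on integrated fluorescence ratio after choline addition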
KCNQ2 block = KCNQ2 potassium channel inhibitors, primary screen, cell-based, CHO-K1, FluxOR thallium flux, B-score (AID 2156). 20 min; active compounds read low. B-score at 10 µM. hit rate 1.1% among 310,000;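 active means fluorescence ratio B-score at most minus 3 library SDs, with starting brightness B-score within 2 library SDs, cut at about -5.5 in these data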
Target sequence (O88943 whole entry, looked up): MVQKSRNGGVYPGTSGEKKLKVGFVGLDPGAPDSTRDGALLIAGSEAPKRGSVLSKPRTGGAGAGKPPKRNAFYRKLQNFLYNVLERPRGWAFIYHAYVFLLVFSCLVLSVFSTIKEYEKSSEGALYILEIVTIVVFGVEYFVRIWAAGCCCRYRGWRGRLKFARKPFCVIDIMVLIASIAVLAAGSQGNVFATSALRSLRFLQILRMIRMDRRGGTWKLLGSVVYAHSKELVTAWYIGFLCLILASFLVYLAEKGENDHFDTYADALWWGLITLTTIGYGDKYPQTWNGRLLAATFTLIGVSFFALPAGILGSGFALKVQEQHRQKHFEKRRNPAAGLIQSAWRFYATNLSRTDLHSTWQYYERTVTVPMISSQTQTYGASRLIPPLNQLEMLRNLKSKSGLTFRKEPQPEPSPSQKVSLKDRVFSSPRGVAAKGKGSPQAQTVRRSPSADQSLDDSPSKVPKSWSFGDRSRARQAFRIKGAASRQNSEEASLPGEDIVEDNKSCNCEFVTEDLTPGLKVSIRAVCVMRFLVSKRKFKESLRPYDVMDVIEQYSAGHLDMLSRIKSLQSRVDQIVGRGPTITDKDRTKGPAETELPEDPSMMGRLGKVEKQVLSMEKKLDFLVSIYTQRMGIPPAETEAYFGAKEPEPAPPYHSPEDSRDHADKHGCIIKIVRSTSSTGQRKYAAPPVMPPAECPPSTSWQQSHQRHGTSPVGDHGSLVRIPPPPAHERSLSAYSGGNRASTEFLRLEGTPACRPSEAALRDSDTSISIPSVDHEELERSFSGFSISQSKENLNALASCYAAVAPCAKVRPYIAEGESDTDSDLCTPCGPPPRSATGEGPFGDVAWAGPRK
Active calls of the source: *; i = inactive.

SMILES	Kir21 inh	CHT block	KCNQ2 block
COc1cc(NC(=O)c2nccnc2C(=O)O)cc(OC)c1	-0.21	i	i
O=c1cc(Nc2ccc3c(c2)OCCO3)[nH]c(=O)n1Cc1ccc(F)cc1	-1.2	i	i
COC(=O)CCN(C)CCC(=O)OC	1.2	i	i
Cc1c(-c2cc(C(=O)O)on2)cnn1C	0.56	i	i
CCn1nnnc1NCc1ccc(SC)cc1	0.2	i	i
COc1ccc(C(CC(=O)Nc2ccccn2)N2Cc3ccccc3C2=O)cc1OC (configuration not stated)	-2	i	i
O=C(Nc1ccc(-c2ccc(N3CCCCC3)nn2)cc1)c1ccco1	2.3	i	i
COc1ccc(C(=O)NC2CCCc3c2cnn3-c2ccccc2F)cc1OC (configuration not stated)	1.1	i	i
Cc1cc(-c2ccccc2)nc2cc(C(=O)OC(C)C)nn12	1.2	i	i
O=C(Nc1nnc(SCCC2OCCO2)s1)C1CC(=O)N(c2ccccc2)C1 (configuration not stated)	1.4	i	i
Cc1ccc(C2SCC(C(=O)O)N2C(=O)c2ccc(F)cc2)cc1 (configuration not stated)	0.06	i	i
Cc1nc(-c2ccc(S(=O)(=O)Nc3ccc(Br)cc3Cl)s2)cs1	-2.8	i	i
Cc1nn2cnc3sc4c(c3c2nc1=O)CCCC4	0.18	i	i
COc1ccc2oc(C(=O)OCC(=O)Nc3cccc(S(=O)(=O)N4CCOCC4)c3)c(C)c2c1	-0.21	i	i
O=C(CN1CCc2cc3c(cc2C1)OCCCO3)Nc1ccc(S(=O)(=O)N2CCCC2)cc1	0.03	i	i
Cc1ccc(OC(=O)c2ccc(Cl)c([N+](=O)[O-])c2)cn1	1.2	i	i
CCCCn1ccnc1C(=O)c1cccc(S(=O)(=O)N2CC(C)CC(C)C2)c1 (configuration not stated)	-1	i	i
Cc1nnsc1S(=O)(=O)Cc1ccccc1C(F)(F)F	-0.74	i	i
CCc1c(-c2ccccc2)nc(N)c(C#N)c1-c1cccs1	-0.03	i	i
Cc1ccccc1C(=O)Nc1c2c(nc3ccccc13)CCCC2	-1.3	i	i

Some of these compounds in order of SMILES length, low to high.
SMILES	Kir21 inh	CHT block	KCNQ2 block
Cc1nn2cnc3sc4c(c3c2nc1=O)CCCC4	0.18	i	i
CCCCn1ccnc1C(=O)c1cccc(S(=O)(=O)N2CC(C)CC(C)C2)c1 (configuration not stated)	-1	i	i
COc1ccc2oc(C(=O)OCC(=O)Nc3cccc(S(=O)(=O)N4CCOCC4)c3)c(C)c2c1	-0.21	i	i

The list continues.
SMILES	Kir21 inh	CHT block	KCNQ2 block
OC(COc1ccc2ccccc2c1)Cn1cncn1 (configuration not stated)	-0.42	i	i
CC1CCN(c2nc(/C=C/c3ccccc3)nc3ccccc23)CC1	0.27	i	i
CCOc1ccc(NC(C)=O)cc1	0.98	i	i
CCSC1=NCCN1C(=O)c1c(-c2ccccc2Cl)noc1C	0.04	i	i
CCOc1cc(/C=C2\SC(=S)N(NS(=O)(=O)c3ccc(C)cc3)C2=O)ccc1O	0.14	i	i
Cc1ccc(C(=O)N/N=C/c2sc(=O)n(Cc3cccc(C(=O)O)c3)c2Cl)cc1	2.2	i	i
COc1ccccc1/C=C/C=N/NC(=O)c1ccco1	-0.21	i	i
Cc1ccc(-n2ncc3c2CC(C)(C)CC3NC(=O)C2CCOCC2)cc1 (configuration not stated)	1.3	i	i
COc1ccc(CN2C(=O)CS/C2=N/N=C/c2ccccc2)cc1	-0.74	i	i
COc1ccccc1-n1c(SCC(=O)O)nc2c(sc(=S)n2-c2ccc(C)c(C)c2)c1=O	-0.76	i	i
Cc1cc(=O)n2nc(N3CCCC(C(=O)NC4CCCCC4C)C3)sc2n1 (configuration not stated)	-0.01	i	i
COCCCNS(=O)(=O)c1ccc(C)cc1	-0.11	i	i
O=[N+]([O-])c1ccc(N2CCN(Cc3ccccc3)CC2)c(S(=O)(=O)N2CCOCC2)c1	-0.04	i	i
CC(=O)c1ccc(NC(=S)NNC(=O)c2ccncc2)cc1	-0.42	i	i
NNc1nc2c(-c3ccc(F)cc3)nnn2c2ccccc12	0.66	i	i
O=C1CC(N2CCC(O)CC2)C(=O)N1c1ccc(Br)cc1 (configuration not stated)	-0.76	i	i
Cn1c(SCc2ccccc2)nnc1-c1c[nH]c2ccccc12	-0.56	i	i
O=C(COC(=O)Cc1ccc(Br)cc1)Nc1c(F)c(F)c(F)c(F)c1F	0.42	i	i
Cc1cccc(C)c1OCC(=O)Nc1ccc2c(c1)OCCO2	-0.09	i	i
COc1ccccc1OCC(=O)N1CCN(C(=O)COc2ccccc2OC)CC1	-2.2	i	i
Cc1ccc(N(C(=O)c2csnn2)C(C(=O)NC2CCCCC2)c2ccco2)cc1 (configuration not stated)	-0.11	i	i
Cc1cccc(C(=O)Oc2ccc(/C=N/NC(=O)Cc3ccc([N+](=O)[O-])cc3)cc2)c1	2	i	i
Clc1ccc(CSc2nnnn2-c2ccc3c(c2)OCO3)c(Cl)c1	-0.48	i	i
O=C1NC2(CCCCC2)C(=O)N1CCS(=O)(=O)Oc1ccccc1	-0.36	i	i
O=C(NCC1CCCO1)c1cc2n(n1)C(C(F)(F)F)CC(c1ccc(F)cc1)N2 (configuration not stated)	-0.2	i	i
Oc1ccc(Cl)cc1/C=N/c1nc2ccccc2[nH]1	-0.06	i	i
O=C1CC(N2CCN(c3ccccc3)CC2)C(=O)N1c1ccc2c(c1)OCO2 (configuration not stated)	0.75	i	i
Cc1noc(C)c1CSCC(=O)N(C)CC(=O)Nc1cccc(F)c1	-0.85	i	i
CCN(CCCNC(=O)CC(C(=O)N1CCc2ccccc21)n1ccnc1)c1ccccc1 (configuration not stated)	-0.02	i	i
Cn1c(=N)c(S(=O)(=O)c2ccc(F)cc2)cc2c(=O)n3ccccc3nc21	-1.6	i	i
COc1ccc(-c2noc(CCCC(=O)NC3CCCC3)n2)cc1	0.1	i	i
S=C(NCCC(c1ccccc1)c1ccccc1)Nc1ccc(Cl)cc1	1.8	i	i
Cc1ccc(C)c(NC(=S)N(C)C)c1	-1.7	i	i
O=C(NCc1ccco1)c1ccc(CS(=O)(=O)Cc2ccc(F)cc2)o1	1.4	i	i
Cc1ccsc1/C=N/NC(=O)Cc1ccc([N+](=O)[O-])cc1	-1.2	i	i
O=[N+]([O-])c1ccc(NCCCO)c(S(=O)(=O)N2CCOCC2)c1	1.2	i	i
Cc1ccc2nc(NC(=O)CSCC(=O)OCC(=O)c3ccccc3)sc2c1	1.2	i	i
CCC(Oc1ccc(C)cc1)C(=O)Nc1ccc(S(=O)(=O)Nc2nccs2)cc1 (configuration not stated)	0.69	-6.5*	i
CCCC(=O)C1=C(N2CCCC2)CC(C)(C)C(C(=O)OC)C1=O (configuration not stated)	-0.87	i	i
COc1ccccc1Oc1ccnc2cc(Cl)ccc12	-1.6	i	i

Printed as active in CHT block, among the entries above:
SMILES	Kir21 inh	CHT block	KCNQ2 block
CCC(Oc1ccc(C)cc1)C(=O)Nc1ccc(S(=O)(=O)Nc2nccs2)cc1 (configuration not stated)	0.69	-6.5*	i

The list continues:
SMILES	Kir21 inh	CHT block	KCNQ2 block
Cc1nn(Cc2c(Cl)cccc2Cl)c(Cl)c1/C=N/NC(=O)c1cccnc1	-0.47	i	i
CCCCOC(=O)CSc1nc2c(c(=O)[nH]c(=O)n2C)n1C/C=C(\C)Cl	-0.33	i	i
COc1ccc(NC(=O)CSc2nnc(NC(=O)c3ccco3)s2)cc1	-0.67	i	i
COc1cccc(S(=O)(=O)Nc2ccc(C(=O)N3CCN(C(=O)c4ccco4)CC3)cc2)c1	-0.26	i	i
CN(C1=NS(=O)(=O)c2ccccc21)c1ccc(OC(=O)c2ccncc2)cc1	-0.14	i	i
CCCC(C(=O)Nc1nccs1)c1ccccc1 (configuration not stated)	-2.8	i	i
O=C(Cc1ccccc1)Nc1ccccc1Sc1ccccc1	-9.2*	i	i
O=C(c1oc(=O)c2ccccc2c1-c1ccccc1)N1CCOCC1	-0.78	i	i
Nc1nnnn1/N=C/c1ccccc1O	0.91	i	i
O=C(NCCCN1CCCC1=O)Nc1ccc(Cl)cc1	0.38	i	i

Of the compounds above, these contain an aryl thioether with sulfur outside any ring.
SMILES	Kir21 inh	CHT block	KCNQ2 block
CCn1nnnc1NCc1ccc(SC)cc1	0.2	i	i
O=C(Nc1nnc(SCCC2OCCO2)s1)C1CC(=O)N(c2ccccc2)C1 (configuration not stated)	1.4	i	i
COc1ccccc1-n1c(SCC(=O)O)nc2c(sc(=S)n2-c2ccc(C)c(C)c2)c1=O	-0.76	i	i
Cn1c(SCc2ccccc2)nnc1-c1c[nH]c2ccccc12	-0.56	i	i
Clc1ccc(CSc2nnnn2-c2ccc3c(c2)OCO3)c(Cl)c1	-0.48	i	i
CCCCOC(=O)CSc1nc2c(c(=O)[nH]c(=O)n2C)n1C/C=C(\C)Cl	-0.33	i	i
COc1ccc(NC(=O)CSc2nnc(NC(=O)c3ccco3)s2)cc1	-0.67	i	i
O=C(Cc1ccccc1)Nc1ccccc1Sc1ccccc1	-9.2*	i	i

(listing goes on)
SMILES	Kir21 inh	CHT block	KCNQ2 block
COc1ccc(S(=O)(=O)N2CC(C(=O)O)Oc3ccc(CC(=O)O)cc32)cc1 (configuration not stated)	0.08	i	i
CCCCC(CC)CNC(=O)C(=O)C1C(=O)Nc2ccccc21 (configuration not stated)	-1.4	i	i
CCc1ccc(-c2cc(-c3n[nH]c(=S)n3CC)c3ccccc3n2)cc1	0.41	-11*	i
COCCNC(=O)c1onc(CSc2ccccc2C)c1C(=O)O	0	i	i
COc1ccc(C2(O)CCN(CC(=O)Nc3nccs3)CC2)c(OC)c1	-0.65	i	i
C=C1CCC[C@]2(C)C[C@H]3OC(=O)C(CNC(C)CC)[C@H]3CC12 (some centres not stated)	-0.93	i	i
CC1CCN(S(=O)(=O)c2cccc(C(=O)N3CCN(c4ccc(F)cc4)CC3)c2)CC1	0.45	i	i
COc1ccc(/C=N\NC(=O)c2ccccc2Br)cc1COc1ccccc1	0.64	i	i
O=Nc1c(O)n(Cc2cccc(C(F)(F)F)c2)c2ccccc12	-1.4	i	i
COc1ccc(C(C(=O)NC2CCCC2)N(C(=O)c2ccco2)c2ccccc2C(C)=O)cc1OC (configuration not stated)	-0.28	i	i
CCN(CC)c1ccc2cc(C(N)=O)/c(=N\NC(=O)c3ccncc3)oc2c1	-3.2	i	i
CC(=O)N(CN1C(=O)c2ccccc2C1=O)c1ccc2c(c1)oc1ccccc12	0.15	i	i
Cc1ccc(NC(=O)/C(=C/C=C/c2ccccc2)NC(=O)c2ccccc2)cc1	-0.07	i	i
O=C(Nc1ccc2c(c1)CCC2)c1cccc(S(=O)(=O)Nc2ccccc2Cl)c1	-0.42	i	i
O=C1NC(=O)c2cc(Br)cc3cccc1c23	-1.9	i	i
CCCC(=O)N1CCN(c2ccc(NC(=O)c3sc4ccccc4c3Cl)cc2)CC1	1.2	i	i
Cc1c(Cl)cnc(NC(=O)COC(=O)c2cccc(S(=O)(=O)N3c4ccccc4CC3C)c2)c1Cl (configuration not stated)	-0.26	i	i
O=C(NCCc1ccccc1)c1ncn[nH]1	-1.4	i	i
Cc1ccc(C(=O)Nc2ccc3c(c2)CCC3)cc1	-0.05	i	i
Cc1ccc(NC(=O)C2CCN(S(=O)(=O)c3cccc(C(F)(F)F)c3)CC2)nc1	0.52	i	i
CSc1n[nH]c(N)c1S(=O)(=O)c1ccc(Cl)cc1	-1.1	i	i
COc1ccccc1NC(=O)COc1coc(CN2CCN(c3ccccc3)CC2)cc1=O	0.41	i	i
N=c1n(Cc2ccccc2)c2ccccc2n1CC(O)c1ccccc1 (configuration not stated)	-3.8	i	i
CCOC(=O)/C=C/c1cnn(-c2ccccc2)c1	-1.2	i	i
CC(=O)Nc1ccc(/C=C(\C#N)C(N)=O)cc1	-1.2	i	i
O=[N+]([O-])c1cccc2ccc(/C=C/c3ccc(Cl)cc3)nc12	0.52	i	i
O=C(O)CC1(CC(=O)Nc2ccc(Cl)cc2C(=O)c2ccccc2)CCCC1	0.36	i	i
CSC1=NCCN1CCOc1ccccc1	0.03	i	i
CC(NC(=S)Nc1ccc(S(N)(=O)=O)cc1)c1ccc2c(c1)OCO2 (configuration not stated)	-0.43	i	i
Cc1cc(C)n(C(=O)c2nn(C)c(C)c2[N+](=O)[O-])n1	0.47	i	i
Cc1cnc(NC(=O)CSc2nnc(C)n2N)s1	-0.02	i	i
O=C(Cn1ccc2ccccc2c1=O)NCCC(=O)N1CCN(C2CCCCC2)CC1	-0.05	i	i
C=CCCC(=O)N1CCCC(C(=O)c2cccc(OC)c2)C1 (configuration not stated)	0.25	i	i
Nc1nonc1C(=O)NCCNC(=O)c1ccc(Cl)c(Cl)c1	-0.26	i	i
COc1ccc(OCc2nnc(SCC(=O)N(C)Cc3ccccc3)n2N)cc1	0.06	i	i
CC1CCCN(c2sc(S(C)(=O)=O)nc2S(=O)(=O)c2ccc(Cl)cc2)C1 (configuration not stated)	-0.46	i	i
COc1ccc(C(=O)NCc2nnc(SCC(=O)N3CCCCC3)o2)cc1OC	-0.49	i	i
CC(=O)c1cccc(NC(=O)CCc2nnc3ccc(N4CCOCC4)nn23)c1	-0.72	i	i
O=[N+]([O-])c1c(NCCCO)cc(SCc2ccco2)c2nonc12	-0.19	i	i
COC(=O)CCC(=O)OC1(C)C(=O)C=C2C=C(C3CC3)N(Cc3ccco3)C=C2C1=O (configuration not stated)	0.21	i	i
COc1cc(/C=C/c2nc3ccccc3c(=O)[nH]2)cc(OC)c1OC	0.73	i	i
O=C(NC1CCN(C(=O)Nc2ccccc2Cl)CC1)c1cccc(F)c1	1	i	i
COc1ccc(S(=O)(=O)NCC2CCC(C(=O)O)CC2)cc1 (configuration not stated)	0.26	i	i
O=C(O)C1CC(O)CN1C(=O)c1ccco1 (configuration not stated)	-1.3	i	i
CCO/C=C1\N=C(c2ccc(F)cc2)OC1=O	0	i	i
